Assay outcomes as filed in PubChem BioAssay.
PAFAH1B3 FP inh – blocks human PAF acetylhydrolase 1B catalytic subunit 3; recombinant PAFAH1B3, FP-rhodamine probe, fluorescence polarization; inhibition, % at 3.39 µM; 0.28% of 340,000 active;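 active = inhibition above the screen-wide average of all tested compounds plus 3 SD, cut at about 25% in these data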;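 also: 0% = enzyme with DMSO only and 100% = wells lacking PAFAH1B3 protein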
PAD4 FP inh – blocks human protein arginine deiminase 4. Q9UM07. recombinant PAD4, RCA probe fluorescence polarization. inhibition, % at 6.36 µM. 0.41% of 330,000 active. AID 485272;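 active = percent inhibition above a cutoff equal to the mean of all tested compounds plus 3 SD, cut at about 15% in these data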;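 also: 0% = PAD4 with RCA probe and DMSO and 100% = probe without PAD4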
GSTO1 counter – blocks human GSTO1 in RBBP9 counter-screen. 1.1% of 300,000 active. recombinant GSTO1, activity-based probe fluorescence polarization. P78417. inhibition, % at 5.96 µM;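 active = inhibition above the campaign mean inhibition plus 3 SD, cut at about 35% in these data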;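 also: 0% = GSTO1-1 with DMSO and 100% = wells lacking GSTO1-1 enzyme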
Target sequence (P78417 whole entry, looked up): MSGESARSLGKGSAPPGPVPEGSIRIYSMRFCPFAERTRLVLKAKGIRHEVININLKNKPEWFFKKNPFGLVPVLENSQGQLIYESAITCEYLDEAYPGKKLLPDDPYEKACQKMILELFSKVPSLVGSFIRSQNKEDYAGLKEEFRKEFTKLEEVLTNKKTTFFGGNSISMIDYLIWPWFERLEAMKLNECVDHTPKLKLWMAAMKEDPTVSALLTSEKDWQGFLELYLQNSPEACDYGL
PAFAH1B2 FP inh – inhibitors of human PAFAH1B2; AID 492953; inhibition, % at 3.39 µM; recombinant PAFAH1B2, FP-rhodamine activity probe, fluorescence polarization; 1.2% of 340,000 active;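 active = inhibition above the mean of all tested compounds plus 3 SD, cut at about 24% in these data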;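 also: 0% = enzyme with DMSO and 100% = wells lacking PAFAH1B2; many of its hits are not listed in these tables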
Target sequence (P68402 whole entry, looked up): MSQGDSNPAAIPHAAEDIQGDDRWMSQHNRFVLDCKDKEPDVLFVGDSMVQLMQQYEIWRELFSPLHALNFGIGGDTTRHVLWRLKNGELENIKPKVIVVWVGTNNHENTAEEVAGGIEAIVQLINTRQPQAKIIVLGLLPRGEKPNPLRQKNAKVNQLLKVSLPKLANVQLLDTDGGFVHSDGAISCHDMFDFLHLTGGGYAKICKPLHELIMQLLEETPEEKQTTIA
PAFAH2 inh – PAFAH2 (human) inhibition. Q99487. recombinant PAFAH2, FP-rhodamine activity probe, fluorescence polarization. inhibition, % at 3.39 µM. 0.99% of 340,000 active;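 active = inhibition above the mean over all tested compounds plus 3 SD, cut at about 30% in these data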;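 also: inhibitors block probe labeling of enzyme so polarization drops; 0% = enzyme with DMSO and 100% = wells lacking PAFAH2 protein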
PREPL inhibitor – inhibits the human prolyl oligopeptidase-like enzyme; recombinant PREPL, fluorescence polarization activity-based probe; inhibition, % at 5.96 µM; 0.68% of 320,000 active; in the data active = inhibition above about 43%;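 also: 0% = enzyme with DMSO and 100% = wells lacking enzyme; many of its hits are not listed in these tables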
LYPLA2 counter – blocks human lysophospholipase 2, a PME1 counter-screen | O95372 | recombinant LYPLA2, FP-Rh probe fluorescence polarization | inhibition, % at 5.9 µM | 0.38% of 320,000 active | AID 2177;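 active = inhibition above the screen-wide mean plus 3 SD, limit set per campaign, cut at about 26% in these data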;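 also: 0% = LYPLA2 with DMSO and 100% = wells lacking LYPLA2 enzyme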
Target sequence (O95372 whole entry, looked up): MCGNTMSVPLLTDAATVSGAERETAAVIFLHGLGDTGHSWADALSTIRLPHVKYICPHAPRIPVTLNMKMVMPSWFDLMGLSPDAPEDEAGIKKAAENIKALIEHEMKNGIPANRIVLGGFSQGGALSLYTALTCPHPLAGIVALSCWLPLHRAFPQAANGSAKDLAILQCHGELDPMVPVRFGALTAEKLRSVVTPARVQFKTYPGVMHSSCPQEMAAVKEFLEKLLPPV
pPAFAH FP inh – pPAFAH (human) enzyme inhibition; 1.5% of 330,000 active; inhibition, % at 3.39 µM; recombinant pPAFAH, FP-rhodamine probe fluorescence polarization; AID 463082; Q13093;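 active = inhibition above the mean inhibition across the screen plus 3 SD, cut at about 25% in these data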;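 also: inhibitors block binding of the rhodamine activity-based probe so polarization drops; 0% = enzyme with DMSO and 100% = wells lacking pPAFAH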
LYPLA1 counter – counter-screen for PME1 inhibitors: inhibitors of human LYPLA1; O75608; recombinant LYPLA1, FP-Rh probe fluorescence polarization; inhibition, % at 5.9 µM; 0.16% of 320,000 active; AID 2174;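 active = inhibition above the mean of all tested compounds plus 3 SD, set per campaign, cut at about 14% in these data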;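 also: inhibitors block serine hydrolase probe labeling of LYPLA1 so polarization falls; 0% = enzyme with DMSO and 100% = wells lacking LYPLA1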
Target sequence (O75608 whole entry, looked up): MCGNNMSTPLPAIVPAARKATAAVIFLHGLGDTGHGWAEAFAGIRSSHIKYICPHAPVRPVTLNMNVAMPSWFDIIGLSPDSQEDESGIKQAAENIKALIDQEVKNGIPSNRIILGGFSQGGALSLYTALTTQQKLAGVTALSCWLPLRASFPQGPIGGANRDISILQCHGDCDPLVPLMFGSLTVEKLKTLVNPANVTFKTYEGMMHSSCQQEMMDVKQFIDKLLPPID
* hit, by the source's call; · = not tested or not shown. This is a subset. The share of hits here may be higher or lower than overall.

SMILES,PAFAH1B3 FP inh,PAD4 FP inh,GSTO1 counter,PAFAH1B2 FP inh,PAFAH2 inh,PREPL inhibitor,LYPLA2 counter,pPAFAH FP inh,LYPLA1 counter
COc1ccc(C(=O)OCC(=O)c2ccc3c(c2)NC(=O)CO3)cc1S(=O)(=O)N1CCOCC1,11,-1,·,4,4,3,·,-4,·
CC(OC(=O)COc1ccccc1)C(=O)NC1CCCC1 (stereo unspecified),8,0,·,3,-4,1,0,3,2
CN1C=CC=C/C1=C1\SC(=S)N(N)C1=O,-2,5,0,-1,-4,20,-6,-4,-5
CC(NC(=O)c1ccccc1Br)c1nnc(SCc2ccc([N+](=O)[O-])cc2)n1C (stereo unspecified),6,-2,0,3,2,15,2,2,-1
O=C(O)CCCN1C(=O)c2cccc3cccc(c23)C1=O,5,0,9,-3,1,0,1,-3,0
C=CCn1c(SCCC(=O)O)nnc1-c1cccs1,-1,-2,3,-3,-6,-14,8,1,0
CSc1ccc(S(=O)(=O)N2CCC(C(=O)NCCCn3ccnc3)CC2)cc1,-7,-3,3,2,-2,-3,-9,0,-4
Cc1nn2c(-c3ccncc3)ccnc2c1Br,3,-2,7,0,-4,0,4,-2,3
CCC1(C)Cc2c(sc3nc(NN)n(C)c(=O)c23)CO1 (stereo unspecified),8,0,3,4,11,23,-3,5,-6
Cc1ccc(NC(=O)N2CCC(c3ccccc3)C2)cc1C (stereo unspecified),-2,4,-3,0,-4,-2,-1,0,-5
COCCN(Cc1ccccc1)C(=O)C1CCN(S(=O)(=O)c2ccc(OC)c(OC)c2)CC1,-2,0,-7,-3,5,-17,1,2,0
Cc1cc(S(=O)(=O)NCc2ccccn2)c(Cl)cc1Cl,10,1,0,9,6,-1,3,1,-2
O=C(NCc1ccccc1Cl)c1ccc(S(=O)(=O)Nc2cccc(C(F)(F)F)c2)cc1,-1,-5,-9,-1,-3,-12,-4,7,-9
Cc1ccc(O)c(-c2cc(-c3ccccc3[N+](=O)[O-])[nH]n2)c1,4,3,1,2,16,7,0,-2,-5
CCC(C)Sc1nnc(CSc2nc3nc(C)cc(C)n3n2)o1 (stereo unspecified),4,1,-3,-1,-1,2,0,2,0
Cc1nnc(SCC(=O)NC2CCCc3c2cnn3-c2ccccc2F)o1 (stereo unspecified),1,4,2,-1,1,2,1,-1,-2
Cc1oc2c(c1C(=O)NCc1ccccc1)CCCC2,-3,2,5,3,7,7,4,3,2
COc1cc(/C=N/NC(=O)C2C3CCCCC32C)cc(Br)c1O (stereo unspecified),13,2,-6,2,21,0,8,5,2
COc1ccc(CNCC(O)(c2ccccc2)c2ccc(F)cc2)cc1 (stereo unspecified),6,0,-2,5,-5,-14,1,3,0
CC(C)Cn1c(N)c(C(=O)CSc2nccn2C)c(=O)n(C)c1=O,3,3,-3,1,4,20,2,1,2
O=S(=O)(c1ccccc1)N1N=C(c2cccs2)CC1c1cccc(O)c1 (stereo unspecified),6,-3,-2,-1,6,2,7,5,3
CCc1cc2c(C)ccc(C)c2nc1SCC(=O)Nc1c[nH]c(=O)[nH]c1=O,-12,-5,1,-6,-19,15,-5,-5,-3
Cc1cc(C(=O)CSc2nnc(N)s2)c(C)n1Cc1cccs1,7,3,0,-3,-2,4,-6,11,0
O=C(O)c1cccc(N(CCO)CCO)c1,7,3,1,0,-5,-12,-2,4,-1
CCSc1nnc2c(n1)OC1(CCCC1)Nc1ccccc1-2,5,-2,3,-3,18,6,5,-3,1
CCCNc1c(NS(=O)(=O)c2ccc(C)cc2C)c(=O)oc2ccccc12,4,-6,1,1,18,-13,5,7,2
C/C(=N\Nc1nc(Cl)c(Cl)cc1Cl)c1ccc(S(=O)(=O)NCc2ccco2)cc1,13,-1,-6,0,-7,6,1,-1,-11
COc1ccc(OC)c(NC(=O)C(=O)N/N=C/c2ccccc2[N+](=O)[O-])c1,8,0,3,3,3,-1,-3,2,-3
CC(C)CCn1nnnc1C(c1ccccc1)N1CCC(C(N)=O)CC1 (stereo unspecified),7,-4,5,4,4,9,2,-8,-2
COc1ccccc1N1C(=O)CC(Sc2ccccc2N)C1=O (stereo unspecified),-1,-4,7,3,6,-12,1,3,2
O=C(/C=C/c1ccc(Cl)cc1)NCc1ccncc1,4,-3,-3,-3,3,0,8,-1,14
Cc1cc(C)n(-c2ccc(C(=O)Nc3ccc(S(=O)(=O)N(C)C)cc3)cc2)n1,-4,-2,-4,1,-2,1,-4,2,-6
COC(=O)COc1ccc(S(=O)(=O)N2CCN(c3ccccc3)CC2)cc1,4,3,0,7,0,-44,4,0,1
Cc1ccc(CSC2=NCCN2C(=O)C(C)Oc2ccccc2)cc1 (stereo unspecified),13,1,1,2,1,2,-1,0,2
COc1ccc(/C(C)=N/NC(=S)NCCc2ccccc2)c(O)c1,12,4,-29,10,7,32,-2,7,-12
CC(C)C(CCNC(=O)CC(Cc1ccccc1)c1ccco1)c1ccco1 (stereo unspecified),2,2,-2,6,6,-10,-8,13,-3
O=C(O)CSc1nc2ccccc2s1,9,-6,-1,5,-1,0,7,0,6
COC(=O)c1c(NC(=O)C2CCC2)sc(C(=O)N(C)C)c1C,-2,-3,-1,4,-4,4,-1,-1,-2
O=C(NCC(c1ccco1)N1CCCCC1)c1cccc(NS(=O)(=O)c2ccc(Br)cc2)c1 (stereo unspecified),4,-7,-10,30*,-8,-73,-5,11,-7
Cc1cc(-n2nc(C)cc2C)n2nc(C)c(-c3ccccc3)c2n1,3,-2,4,-2,1,1,-2,0,-1
O=C(C1CC1)N1CCN=C1SCc1cccc(C(F)(F)F)c1,8,1,15,3,11,14,5,2,3
O=C(OC(C(=O)NC1CCCC1)c1ccc(F)cc1)c1ccno1 (stereo unspecified),0,5,1,1,1,0,7,-4,2
CCN(CC)S(=O)(=O)c1ccc(Cl)c(C(=O)Nc2ccc(Cl)cc2[N+](=O)[O-])c1,7,3,3,2,5,2,4,17,-2
O=C(NCCC(=O)N1CCN(c2ncccn2)CC1)c1ccccc1,6,-4,-2,5,9,-4,-2,2,-1
O=C(Nc1ccc2c(c1)Cc1ccccc1-2)c1ccco1,-1,-8,-1,0,6,5,-6,-7,-3
COc1ccc(CC(=O)NC(C)c2nnc(SCC(=O)Nc3cc(C)ccc3OC)n2C)cc1 (stereo unspecified),-2,-8,-2,1,-10,9,3,-4,3
COn1c(-c2ccccc2)nc2c1CCc1c-2no[n+]1[O-],26*,0,-3,4,2,-1,2,5,1
CCOc1ccccc1NC(=O)C1CC2CCCC(C1)C2=O (stereo unspecified),3,5,-4,6,3,2,3,7,3
CCOC(=O)C1=C(N)OC2=C(C(=O)CC(C)(C)C2)C1c1cccs1 (stereo unspecified),6,0,13,-4,11,2,6,0,2
Cc1cccc(C)c1NC(=S)NN1CCN(C)CC1,2,5,6,4,2,2,-5,-2,2
O=C(O/N=C\c1ccc(N2CCCCC2)c([N+](=O)[O-])c1)c1cccc(C(F)(F)F)c1,8,0,-5,3,1,9,9,1,0
Cc1cc(C(=O)CSc2cccc[n+]2[O-])c(C)n1-c1ccc(Br)cc1,·,0,10,·,·,-12,-3,44*,-4
CCOC(=O)Cn1c(CN2CCN(C(c3ccccc3)c3ccccc3)CC2)nc2c1c(=O)n(C)c(=O)n2C,-4,5,0,-3,-4,30,6,6,-1
O=C(Nc1ccc(-n2ccnc2P(=O)(O)c2ccccc2)cc1)c1ccccc1Br,1,5,-8,-3,2,-3,14,0,1
CCN1C(=O)[C@@H]2[C@@H](c3ccc(-c4ccc(OC)cc4)cc3)N3CCCC[C@@]3(C(=O)OC)[C@@H]2C1=O,9,2,-1,-2,-1,6,-4,2,-4
Cc1cccc(N2CCN(C(=O)c3ccc(Cl)c(NC4=NC5CS(=O)(=O)CC5S4)c3)CC2C)c1 (stereo unspecified),2,-5,-2,6,-2,25,-4,4,-1
S=c1[nH]nc(COc2ccc(Cl)cc2Cl)n1-c1ccccc1,10,2,4,11,5,-6,3,0,3
COCCCn1c(Cc2ccccc2)nnc1SCC(=O)N1CCCCC1,2,-1,4,-6,-3,2,0,1,-1
COC(=O)c1ccc(-c2nn(C)c(=O)c3ccccc23)cc1,8,-1,2,-5,11,-5,4,1,3
COc1ccc(C(=O)NC(=S)N2CCN(c3ccccc3OC)CC2)cc1,-2,3,0,4,-3,3,9,4,-4

The list continues.
SMILES,PAFAH1B3 FP inh,PAD4 FP inh,GSTO1 counter,PAFAH1B2 FP inh,PAFAH2 inh,PREPL inhibitor,LYPLA2 counter,pPAFAH FP inh,LYPLA1 counter
Cc1ccc(C(=O)NCC(=O)NCc2ccc(Cl)cc2)s1,1,0,·,1,5,-8,·,-1,·
CCOC(=O)c1cnc2c(C)c(Cl)ccc2c1N1CCOCC1,2,-1,2,4,-1,2,9,9,0
S=C(NCc1ccncc1)Nc1cccc(Cl)c1,-2,0,-1,1,3,-11,4,2,2
Cc1ccc(NC(=S)NCC2CCN(C(C)c3ccccc3)C2)cc1C (stereo unspecified),-1,-4,5,3,-2,-3,2,3,-2
CCOC(=O)Cn1c(=N)n(CCOc2ccc(Br)cc2)c2ccccc21,·,2,-5,·,·,-8,-3,5,-2
O=C(NC1CCCN(Cc2ccc(Cl)cc2)C1)c1ccnc(Cl)c1 (stereo unspecified),-5,0,4,3,1,4,6,2,1
Nc1cc2sc(-c3ccc(C(=O)O)cc3)nc2cc1Cl,6,-2,-11,3,4,6,-3,8,0
Cc1ccc(OCCN2C(=O)OC(C)(C)C2(C)O)cc1 (stereo unspecified),3,2,-1,5,5,-4,4,-1,2
CN(CCN1CCOCC1)C(=O)CC1C(=O)NCCN1Cc1ccccc1C(F)(F)F (stereo unspecified),11,1,12,4,-11,23,5,3,2
Cc1ccc(NC(=O)CSc2nc3c(c(=O)[nH]2)CCC3)cc1C,14,2,-7,1,0,-1,-3,7,-6
OC(COc1ccc(CNCCc2ccc(C(F)(F)F)cc2)cc1)CN1CCCCC1 (stereo unspecified),12,-3,2,9,4,26,1,1,3
Cc1ccc(Cn2c(SCC(=O)N(C)C3CCS(=O)(=O)C3)nc3ccccc3c2=O)cc1 (stereo unspecified),7,7,-10,-3,4,3,8,1,2
COc1cccc(NC(=O)CN(C2=NC3CS(=O)(=O)CC3S2)c2cccc(C)c2)c1 (stereo unspecified),3,12,5,1,-4,5,-1,1,-3
COc1ccc(NC(=O)CS(=O)CC(=O)Nc2ccc(OC)c(OC)c2)cc1 (stereo unspecified),6,-5,4,-8,3,9,-9,5,-1
COc1cccc(Oc2ccc(N/C=C/C(=O)C(C)(C)C)cc2)c1,4,-1,-1,3,2,16,-2,-1,-1
Cc1ccc(C(=O)N2CC(=O)NC(=O)C2)cc1,8,-3,7,5,3,1,1,-1,2
CN(C)CCCNc1ncnc2scc(-c3ccccc3)c12,-2,8,-7,3,1,-4,0,-2,-2
Clc1ccc(Cn2c(-c3cccnc3Cl)nc3ccccc32)c(Cl)c1,-5,-2,0,-4,10,9,3,2,-1
